# V1aR counter = V1a receptor agonism, counter-screen for OXTR agonists. CHO-V1R cells, Fluo-8 calcium fluorescence, agonist mode; 0% DMSO, 100% 3 nM vasopressin. activation, % at 3 µM. 320,000 tested, 0.25% active. AID 2797;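 active = activation above the mean activation of all tested compounds plus 3 SD, per screening run, cut at about 20% in these data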;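 note: signal is peak over basal fluorescence ratio across a 100 second FLIPR read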
# MEKK2wt PB1 HTS = raises or lowers MEK5 binding to wildtype human MEKK2 PB1 domain; bead flow cytometry, Alexa488-MEK5 binding to MEKK2 WT; actives lie on both sides; binding response (% of control), % at 10 µM; 290,000 tested, 1.1% active; in the data active = binding response below about 67% or above about 130%
# GPR7 antagonist = antagonists of human GPR7 (neuropeptides B/W receptor 1). 290,000 tested, 1.1% active. AID 1861. inhibition, % at 4.4 µM. GPR7-expressing cells, fluorescence antagonist assay; in the data active = inhibition above about 16%, passing the limit was not always enough;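 note: cells stimulated with the agonist NPW; 0% = agonist with vehicle and 100% = vehicle without agonist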
# Target sequence (P48145 whole entry, looked up): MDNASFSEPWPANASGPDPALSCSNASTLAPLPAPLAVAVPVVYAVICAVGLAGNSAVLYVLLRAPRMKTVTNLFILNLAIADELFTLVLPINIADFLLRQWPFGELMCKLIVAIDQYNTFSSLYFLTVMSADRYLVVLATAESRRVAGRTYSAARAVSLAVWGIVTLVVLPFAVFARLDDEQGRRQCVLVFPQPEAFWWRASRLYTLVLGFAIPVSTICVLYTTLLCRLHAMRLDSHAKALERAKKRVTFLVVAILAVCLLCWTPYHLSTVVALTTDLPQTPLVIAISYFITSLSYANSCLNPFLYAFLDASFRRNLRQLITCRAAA
# OXTR ag = human OXTR agonism; CHO-OTR cells, Fluo-8 calcium fluorescence; normalized: DMSO 0%, oxytocin 100%; 320,000 tested, 0.32% active; activation, % at 3 µM; P30559; AID 2435;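 active = activation above the mean of all tested compounds plus 3 SD, cutoff set per screening run, cut at about 20% in these data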;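 note: peak over basal fluorescence ratio from a 100 s FLIPR kinetic read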
# Target sequence (P30559 whole entry, looked up): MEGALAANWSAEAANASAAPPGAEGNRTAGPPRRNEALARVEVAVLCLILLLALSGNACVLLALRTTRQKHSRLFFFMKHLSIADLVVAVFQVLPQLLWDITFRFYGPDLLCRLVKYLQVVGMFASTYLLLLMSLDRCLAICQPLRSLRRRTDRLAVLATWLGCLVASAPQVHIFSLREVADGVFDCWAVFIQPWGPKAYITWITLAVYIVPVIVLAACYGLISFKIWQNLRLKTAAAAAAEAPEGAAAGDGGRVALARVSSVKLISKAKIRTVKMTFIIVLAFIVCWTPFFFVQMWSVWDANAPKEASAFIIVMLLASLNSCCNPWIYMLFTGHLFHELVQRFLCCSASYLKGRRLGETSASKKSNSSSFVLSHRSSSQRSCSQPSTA
# GalR3 antag = antagonists of human GalR3; 360,000 tested, 0.44% active; HEK293 GalR3-CNG cAMP membrane potential fluorescence; galR3 body fused to GalR1 C-terminus; inhibition, % at 3 µM; O60755;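 active = inhibition above the screen-wide average plus 3 SD, cut at about 13% in these data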;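 note: forskolin and galanin both at EC90 stimulate the cells; cAMP rise reported by CNG channel membrane potential dye signal; 0% = forskolin plus galanin with DMSO and 100% = forskolin alone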
# Target sequence (O60755 1-299 limits assumed): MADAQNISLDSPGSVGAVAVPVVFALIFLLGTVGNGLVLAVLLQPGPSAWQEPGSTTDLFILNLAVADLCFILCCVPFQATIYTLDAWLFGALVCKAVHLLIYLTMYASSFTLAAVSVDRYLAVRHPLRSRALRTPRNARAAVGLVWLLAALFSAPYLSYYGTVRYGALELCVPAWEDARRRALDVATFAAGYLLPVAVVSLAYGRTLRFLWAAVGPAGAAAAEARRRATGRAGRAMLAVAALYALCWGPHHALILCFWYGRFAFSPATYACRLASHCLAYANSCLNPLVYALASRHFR
# OXTR potentiate = potentiators of human oxytocin receptor; CHO-OTR cells, Fluo-8 calcium fluorescence, potentiator mode; 0% = oxytocin EC15, 100% = EC100; activation, % at 3 µM; 320,000 tested, 0.061% active;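 active = activation above that plate's cutoff, the mean activation of tested compounds plus 3 SD, cut at about 6.6% in these data, passing the limit was not always enough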;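 note: 100% uses oxytocin at 75 nM as the full agonist control; some results filed as inactive read as strong as hits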
#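 System: human OTR in CHO cells / Also added: sub-maximal oxytocin, roughly EC15 / Control set: EC15 oxytocin low, 75 nM oxytocin high / Schedule: 6 min compound pre-incubation at room temperature, 100 s kinetic read / Compound: single-point 3.0 µM / Replication: singlicate / Technique: Fluo-8 calcium dye fluorescence / Read-out basis: % activation of max/min ratio relative to oxytocin controls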
# NALP1 inh = inhibitors of NALP1 inflammasome in yeast. S. cerevisiae NALP1/ASC/caspase-1 growth, X-gal OD620, 72 h. inhibition, % at 10 µM. AID 2071. 280,000 tested, 0.61% active; in the data active = inhibition mostly above about 24%, no sharp cut-off; inactive = mostly below about 32%; note: some compounds called inactive have numbers as strong as hits
# MEKK2 mut-MEK5 = signal of MEK5 binding to mutant human MEKK2 PB1 domain; bead flow cytometry, Alexa488-MEK5 binding to MEKK2 mutant; percent response, % at 10 µM; 290,000 tested, 0.35% active; AID 1530; in the data active = percent response above about 24%, passing the limit was not always enough; note: inactives centre near 1; some results filed as inactive read as strong as hits
# M18AAP inhibitor = PfM18AAP enzyme inhibition. recombinant PfM18AAP, H-Glu-NHMec fluorogenic cleavage. inhibition, % at 7.35 µM. 290,000 tested, 1.2% active. AID 1822;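 active = inhibition above the campaign mean inhibition over all tested compounds plus 3 SD, cut at about 28% in these data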;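 note: 0% = plate median of test compound wells and 100% = 2 mM ZnCl2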
# The depositor's hits bear a star; nt = not tested or not shown.
canonical_smiles	V1aR counter	M18AAP inhibitor	MEKK2wt PB1 HTS	GPR7 antagonist	MEKK2 mut-MEK5	OXTR potentiate	OXTR ag	GalR3 antag	NALP1 inh
Cc1ccc(C(=O)NC2CC(C)(C)NC(C)(C)C2)cc1C	1.4	6	110	-5	9	-9	0.2	-2	10
COc1ccc(S(=O)(=O)N2CCSC2c2ccccc2)cc1 (configuration not stated)	-1.0	-4	97	8	0	-6	-1.4	-5	nt
O=C(c1ccc(OC2CCN(Cc3ccccc3OC(F)F)CC2)cc1)N1CCCC1	0.1	7	104	-11	5	-18	-0.5	1	2
CCNC(=O)NC(=O)C(C)OC(=O)C1CCN(S(=O)(=O)c2ccc(C)c(C)c2)CC1 (configuration not stated)	-0.5	2	100	-10	-2	-9	-0.5	-5	29
CCCCN(C)C(=O)C1CCN(CCCc2ccccc2)CC1	-0.1	-5	nt	7	nt	-9	-0.3	0	16
Cc1nn(C(C)C(=O)NCCN2CCCC2)c(=O)c2c1sc1ccccc12 (configuration not stated)	-0.3	15	113	-15	4	4	-0.9	-1	20
O=C(NCCCCNC(=O)c1cccnc1)c1cccnc1	0.0	-7	92	15	-4	-2	1.1	-4	nt
CN(CC(=O)Nc1ccc(Cl)c(C(F)(F)F)c1)C(=O)COC(=O)C1CC2CCCC(C1)C2=O (configuration not stated)	9.7	nt	nt	nt	nt	-9	14	-5	nt
CC(C)CCNC(=S)Nc1ccc(Br)cc1	5.7	9	92	-3	-2	-13	6.0	-2	39
COc1ccc(C(=O)NC(C)C2CC3CCC2C3)c(OC)c1 (configuration not stated)	-0.8	-2	106	-4	5	4	-2.7	-11	7
Cc1ccc(NC(=O)c2sc(N)nc2-c2ccccc2)cc1C	-0.3	0	90	-19	-11	-6	-1.1	-5	17
c1ccc(CCNc2ccnc3cc4ccccc4cc23)cc1	nt	3	210*	37*	97*	nt	nt	19*	9
COC(=O)[C@]1(C)CCC[C@@]2(C)C3CC[C@@]4(C)C[C@]3(CC[C@H]12)C[C@H]4O (some centres not stated)	4.1	4	104	-15	3	-7	0.6	-9	10
CCc1ccc(S(=O)(=O)c2n[nH]n3c2nc(=O)c2ccccc23)cc1	-0.5	0	103	-11	5	-8	-1.4	2	9
CN(CC(=O)O)c1ccc(C(F)(F)F)cc1[N+](=O)[O-]	nt	-1	86	0	-10	nt	nt	-4	-6
O=C(COc1ncnc2ccccc12)N1CCN(C(=O)c2ccco2)CC1	0.2	1	100	5	0	-8	0.3	-2	3
O=C(Nc1ccc(Nc2ccccc2)cc1)c1ccc(Br)cc1	0.1	6	98	-15	2	-6	-1.1	-11	6
O=C(c1ccc(S(=O)(=O)c2ccccc2)cc1)N1CCc2ccccc2C1	5.5	0	102	2	0	-10	2.3	-1	25
CCOCCn1ccc2c(OCC(=O)NCCc3ccc(OC)c(OC)c3)cccc2c1=O	-0.2	nt	nt	nt	nt	-1	0.7	-3	nt
Cn1cc(C=O)c(-c2ccc3c(c2)OCCCO3)n1	-0.2	-3	90	0	-1	-11	-0.2	-4	4
CCOc1ccc(-c2nnn(CCC#N)n2)cc1OC	-0.1	-27	96	-9	-5	-1	0.1	-4	6
CCc1noc(C)c1C(=O)Nc1ccc(Cl)c(S(=O)(=O)N2CCCCC2)c1	3.7	nt	nt	nt	nt	-16	5.1	-2	nt
CCOC(=O)N1CCN(S(=O)(=O)c2ccc(OCC(=O)OC)cc2)CC1	0.7	-5	103	0	0	2	-0.1	-7	-2
Cc1ccc2c(C)c(C(=O)NCCc3ccco3)oc2c1C	-0.1	2	111	4	7	-11	1.6	-5	16
C/C(=N\N=c1/sc2ccccc2n1C)c1ccccn1	-1.1	5	94	8	-6	-3	-1.9	-5	25
CCC(C(=O)NCCc1ccc(S(N)(=O)=O)cc1)c1ccccc1 (configuration not stated)	-1.2	nt	nt	nt	nt	-8	-0.1	-4	nt
Cc1oc(-c2cccc(C(F)(F)F)c2)nc1CN1CCC[C@H]1CO	0.8	1	101	-3	-4	-3	-0.3	-2	-1
CCCc1nn(CCc2ccccn2)c(N)c1CC	-0.3	-5	108	10	7	-2	-1.0	-3	-1
Cc1cc(C)nc(SC2CC(=O)N(c3ccc(Br)cc3)C2=O)n1 (configuration not stated)	3.5	2	106	-12	8	-10	-1.2	-10	16
CCCn1c(SCC(=O)NCCc2ccc(Cl)cc2Cl)n[nH]c1=O	-0.2	-5	106	-10	6	-7	-1.0	1	6
CCOc1ccc(OCC)c(S(=O)(=O)N2CCOCC2)c1	-0.5	-10	94	9	-8	3	-0.8	-5	18
COc1ccc(C(C)=O)cc1CSc1ccc(S(=O)(=O)N2CCCCC2)cn1	1.4	nt	nt	nt	nt	-10	-0.6	-4	nt
CC(=O)Cn1c(CN2CC(C)CC(C)C2)nc2c1c(=O)n(C)c(=O)n2C (configuration not stated)	-0.3	-11	110	-21	8	-2	0.5	-4	-6
COC(=O)CC1c2cc(OC)c(OC)cc2CC(=O)c2cc(OC)c(OC)cc21 (configuration not stated)	0.9	3	107	-10	-1	1	2.2	-3	30
Cc1ccccc1OCCCCn1cnc2ccccc21	6.5	-6	104	16	6	-4	9.6	77*	5
Cc1oc(-c2ccccc2Cl)nc1CN(Cc1ccccn1)C[C@@H]1CCC(=O)N1	-0.2	-16	96	-2	-5	-16	-1.2	3	2
Cn1cccc1C1C(C#N)=C(N)OC2=C1C(=O)CC(C)(C)C2 (configuration not stated)	0.1	9	102	-3	0	-13	-0.8	0	5
CCC(CO)Oc1cc(NC(=O)c2cccc3ccccc23)c2ncn(C(C)C)c2c1 (configuration not stated)	2.7	nt	nt	nt	nt	-6	4.6	-4	nt
CCC(C)c1ccc(NC(=O)c2cccnc2)cc1 (configuration not stated)	-0.7	8	107	-6	6	2	-0.8	-6	5
CCN(CC(=O)Nc1ccc2c(c1)OCCO2)CC(=O)Nc1ccc(C)c(S(=O)(=O)N(C)C)c1	-0.5	nt	nt	nt	nt	-10	0.8	1	nt
CC(NC(=O)NNC(N)=S)(C(F)(F)F)C(F)(F)F	1.1	22	100	-11	-1	-1	0.8	0	-3
COC(=O)c1sc(NC(=S)NC(=O)c2cc(OC)c(OC)c(OC)c2)nc1C	0.2	2	107	-17	7	3	0.0	-6	0
CCOc1ccc(N2C(=O)CC(N3CCN(C(=O)CN4CCCC4)CC3)C2=O)cc1 (configuration not stated)	1.3	-10	92	0	-2	3	-0.7	-1	2
COc1ccc(C(C(=O)NC2CCCCC2)N(Cc2cccs2)C(=O)Cc2c[nH]c3ccccc23)cc1OC (configuration not stated)	1.4	4	96	3	-1	-18	-0.1	2	30
Cc1ccc(N2C(=O)N(CC(=O)NC(N)=O)C(=O)C2C)cc1 (configuration not stated)	1.2	4	103	-10	-3	-15	0.5	-5	-1
Cc1ccc(/C=N/NC(=O)CSc2nc3nc(C)cc(C)n3n2)cc1	1.5	2	95	3	0	0	2.1	-5	28
COc1ccc(S(=O)(=O)N2CCCCC2)cc1NC(=O)Cn1c(=O)cnc2ccccc21	0.7	-5	93	1	-6	-12	0.8	-4	-1
N#CCSc1nc(N)c(C#N)c(C2CCCCC2)c1C#N	2.2	3	102	-13	8	-13	0.7	72*	-7
O=C(O)c1ccccc1-c1ccccc1C(=O)Nc1nc2ccccc2s1	1.4	-3	98	-17	4	0	0.8	-2	17
O=C(CN(C(=O)CCC(=O)Nc1ccccn1)c1ccc2c(c1)OCO2)NCc1ccc(F)cc1	2.7	8	93	-3	0	-2	1.4	-10	15
Cc1cc(C(=O)N(C)CC2CCCN(CCc3ccc(F)cc3)C2)c(C)o1 (configuration not stated)	0.3	11	108	-19	8	3	-1.4	-7	3
CC1(C)O[C@H]2OC([C@H](O)CON3C(=O)c4ccccc4C3=O)[C@H](O)[C@H]2O1 (some centres not stated)	0.8	-6	101	2	1	-1	1.0	-10	28
O=C(Nc1ccccc1N1CCOCC1)c1cccc(S(=O)(=O)Nc2ccccc2F)c1	0.8	nt	nt	nt	nt	1	-1.6	-1	nt
COc1ccc(CNc2nc3c(c(=O)[nH]c(=O)n3C)n2Cc2ccccc2)cc1	11	7	109	-7	3	-7	-0.9	-11	6
CCn1c(SCC(=O)N/N=C/c2cccs2)nc2ccccc21	-0.1	0	104	-5	1	-7	-1.4	-1	24
Cn1c(=O)c2c(ncn2CC(=O)N2CCCc3ccccc32)n(C)c1=O	0.2	2	109	-10	12	-15	0.7	0	8
CCC(CC)C(=O)c1c[nH]c(C(=O)N2CCN(c3ccccc3)CC2)c1	0.6	-12	98	-10	2	-5	-1.4	0	12
CCCCNC(=O)N1CCN(Cc2ccc(F)cc2)CC1	-0.3	0	85	-5	-13	-10	-0.1	0	-4
COc1ccc2[nH]c(=O)c(CN(C)C(=O)C3CCCCC3)cc2c1	1.4	-3	104	-7	3	-8	1.1	-3	12
CC(C(=O)N1c2ccccc2CC1C)N1CCN(S(=O)(=O)c2ccccc2F)CC1 (configuration not stated)	1.5	nt	nt	nt	nt	1	0.0	-6	nt

# Next records.
canonical_smiles	V1aR counter	M18AAP inhibitor	MEKK2wt PB1 HTS	GPR7 antagonist	MEKK2 mut-MEK5	OXTR potentiate	OXTR ag	GalR3 antag	NALP1 inh
COc1ccc(-c2cc(C(=O)NNC3=NCCC3)c3c(C)nn(-c4ccccc4)c3n2)cc1	0.6	-1	101	-8	-2	-5	0.5	2	-1
CC(C)(C)OC(=O)C[C@H]1C/C=C\C[C@@H](CC(=O)NCCO)C(=O)NCCOC1=O	-0.2	nt	nt	nt	nt	-2	-0.3	-5	nt
COc1cc(/C=N/NC(=O)Cc2nnc(N)s2)cc(OC)c1OC	0.9	6	91	-7	-7	-13	0.7	5	nt
CC(=O)N(C(C)=O)c1c(N2CCCC2)c2ccccc2oc1=O	-0.5	-4	90	2	-9	-6	-0.1	-5	11
O=C(NCc1ccccc1)C1=C[C@@H](c2ccccc2)C[C@@H](OCc2ccc(CO)cc2)O1	-0.5	-8	102	16	-2	-18	-1.6	10	-1
COc1cc(NC(=S)NCCc2c[nH]c3ccccc23)c(OC)cc1Cl	2.3	-11	108	-1	13	-5	2.5	-5	1
COc1ccc(OCC(=O)N2c3ccccc3CC2C)c([N+](=O)[O-])c1 (configuration not stated)	2.1	nt	nt	nt	nt	-6	0.2	-5	nt
Cc1c(NS(=O)(=O)c2ccc3c(c2)Cc2ccccc2-3)c(=O)n(-c2ccccc2)n1C	2.1	0	96	-7	-2	-12	-0.6	-6	1
Cc1cccc(NC(=O)C2CCN(C(=O)c3ccccc3C)CC2)n1	0.2	nt	nt	nt	nt	4	1.7	-2	nt
CCCOc1ccc(C(=O)NC(=S)Nc2nc(C)c(C(=O)N(C)C)s2)cc1	9.2	0	98	-5	2	2	0.3	-6	7
Cc1ccc(NC(=O)c2onc(C)c2Cl)cc1	-0.6	-3	103	1	-1	-8	0.0	-7	-43

# Screens (PubChem BioAssay)
